High-throughput results: PubChem, National Center for Advancing Translational Sciences (NCATS)
USP1 inh: USP1/UAF1 (human) deubiquitinase inhibition. Potency, µM (doses to about 57.1 µM), for inactives: top-dose activity change, negative = inhibition, actives largely listed as inhibitors. recombinant USP1/UAF1, Ub-Rhodamine cleavage fluorescence. actives 0.23% (n = 390,000); note: potency is the fitted concentration of half-maximal effect; % is set by controls: 0 for no effect and ±100 for the full control effect; nearly all actives have a fitted effect of over 60% in size; inactives centre near -12
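Step one: compound is pinned into 1nM USP1/UAF1 in HEPES pH 7.8 buffer with TCEP. Step two: 15 min room-temperature incubation. Step three: Ub-Rho (150nM final) starts cleavage, tracked by fluorescence over six one-minute reads.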
Pin1 inhibitor: blocks the human prolyl isomerase Pin1; Q13526; AID 504891; Potency, µM (top dose mostly 115 µM), for inactives: at the top dose activity, negative = inhibition, most hits filed as inhibitors; actives 0.009% (n = 390,000); Pin1 FP peptide displacement, HiFluor488, 10 min; active = well fitted inhibition curve with a large enough effect in the polarisation, with a control signal flat, not every such curve was filed as active; inconclusive = small, poorly fitted or top-dose-only effect, or effect the other way, or a change in a side signal; inactive = no such curve, though single readings can be large or run the other way; the % refers to the polarisation; note: potency is the fitted concentration of half-maximal effect; % is set by controls: 0 for no effect and ±100 for the full control effect
TrxR1 inh: rat TrxR1 inhibition; O89049; recombinant rTrxR1, NADPH fluorescence consumption, selenite substrate; Potency, µM (top dose mostly 114 µM), inactives show at the highest dose activity change, negative = inhibition, usual class: inhibitors; actives 1% (n = 390,000); AID 588453; note: potency is the fitted concentration of half-maximal effect; % is set by controls: 0 for no effect and ±100 for the full control effect; nearly all actives have a fitted effect of over 65% in size
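Rat TrxR1 (90 nM in the dispensed reagent) was pre-reduced with 400 uM NADPH for 5 min at room temperature, then incubated with compound for 15 min. After 400 uM selenite was added, NADPH fluorescence (Ex 340/Em 450 nm) was followed for 8 min.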
IDH1 R132H inh: blocks human mutant IDH1 R132H enzyme. actives 0.093% (n = 390,000). O75874. IDH1-R132H enzyme, NADPH consumption, diaphorase/resazurin fluorescence. Potency, µM (highest dose often 76.6 µM), for the others: at the top dose activity change, negative = inhibition, actives largely listed as inhibitors; note: potency is the fitted concentration of half-maximal effect; % is set by controls: 0 for no effect and ±100 for the full control effect; nearly all actives have a fitted effect of over 65% in size
Target sequence (O75874 whole entry R132H, stated change not applied): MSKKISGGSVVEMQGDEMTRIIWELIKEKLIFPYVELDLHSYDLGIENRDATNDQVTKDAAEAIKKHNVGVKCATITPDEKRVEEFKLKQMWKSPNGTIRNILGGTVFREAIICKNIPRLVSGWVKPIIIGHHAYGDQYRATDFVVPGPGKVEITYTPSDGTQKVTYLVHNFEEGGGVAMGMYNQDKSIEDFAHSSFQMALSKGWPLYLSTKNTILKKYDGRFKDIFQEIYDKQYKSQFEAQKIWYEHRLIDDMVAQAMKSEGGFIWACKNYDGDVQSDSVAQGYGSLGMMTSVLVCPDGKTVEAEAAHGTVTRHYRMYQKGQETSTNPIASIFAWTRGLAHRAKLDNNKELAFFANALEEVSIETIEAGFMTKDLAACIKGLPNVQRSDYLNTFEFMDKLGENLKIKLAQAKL
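IDH1-R132H (0.5 ug/mL) preincubated 30 min with compound, then NADPH (0.016 mM) and alpha-KG (2 mM) added; 80 min at RT, pH 7.5. Remaining NADPH coupled via diaphorase/resazurin to fluorescence (540/590 nm); concentration-response curves normalized to no-enzyme control.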
TrxR1 substrate: substrates of rat thioredoxin reductase 1 | O89049 | purified TrxR1 substrate turnover, NADPH consumption readout | Potency, µM (titrated, usually from 114 µM), inactives show at the top dose activity change, negative = substrate turnover | actives 0.01% (n = 390,000) | AID 588456; note: potency is the fitted concentration of half-maximal effect; % is set by controls: 0 for no effect and ±100 for the full control effect; nearly all actives have a fitted effect of over 50% in size
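Rat TrxR1, dispensed at 90 nM, was prereduced with 400 uM NADPH (final) for 5 min at ~22 deg C, then incubated with compound 15 min before 400 uM selenite. A first-read NADPH fluorescence drop versus no-compound background flagged substrates.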
HP1b chromo inh: blocks HP1-beta chromodomain binding to methylated histone tails; P83916; AlphaScreen HP1-beta / biotin-H3K9me3 peptide binding; Potency, µM (top dose mostly 114 µM), inactives show top-dose activity change, negative = inhibition, usual class: inhibitors; actives 0.56% (n = 390,000); AID 540317; note: potency is the fitted concentration of half-maximal effect; nearly all actives have a fitted effect of over 70% in size; inactives centre near 23
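Compound inhibition of the preformed complex between 50 nM HP1-beta and 50 nM biotinylated H3K9me3 peptide was read by AlphaScreen. Buffer was PBS pH 7.4 with 0.01% Tween-20. Incubations ran 30 min at room temperature, with 10 ug/mL donor/acceptor beads.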
GLS inhibitor: glutaminase GLS (human) inhibition. actives 0.21% (n = 410,000). O94925. Potency, µM (highest dose often 45.5 µM), for inactives: at the top dose activity change, negative = inhibition, most hits filed as inhibitors. GLS enzymatic activity, qHTS titration. AID 624170; note: potency is the fitted concentration of half-maximal effect; % is set by controls: 0 for no effect and ±100 for the full control effect
Target sequence (O94925 whole entry, looked up): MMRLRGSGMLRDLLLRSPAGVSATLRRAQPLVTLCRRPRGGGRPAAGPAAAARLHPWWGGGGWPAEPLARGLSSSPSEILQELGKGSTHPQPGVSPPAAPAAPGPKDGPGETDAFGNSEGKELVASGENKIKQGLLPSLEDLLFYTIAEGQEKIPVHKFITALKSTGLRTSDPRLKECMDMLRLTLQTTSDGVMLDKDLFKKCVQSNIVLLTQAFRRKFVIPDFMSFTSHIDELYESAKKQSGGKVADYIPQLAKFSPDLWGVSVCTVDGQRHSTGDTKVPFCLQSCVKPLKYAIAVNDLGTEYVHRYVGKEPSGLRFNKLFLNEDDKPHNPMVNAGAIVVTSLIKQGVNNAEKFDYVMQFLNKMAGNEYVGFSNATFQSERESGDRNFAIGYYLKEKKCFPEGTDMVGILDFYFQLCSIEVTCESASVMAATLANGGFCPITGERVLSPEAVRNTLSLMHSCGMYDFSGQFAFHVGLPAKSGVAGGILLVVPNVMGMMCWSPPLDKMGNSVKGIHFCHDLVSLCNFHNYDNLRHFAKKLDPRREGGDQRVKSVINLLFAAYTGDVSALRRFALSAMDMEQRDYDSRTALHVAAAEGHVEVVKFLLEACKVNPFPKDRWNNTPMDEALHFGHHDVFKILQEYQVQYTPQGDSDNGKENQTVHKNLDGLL
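Compounds were pin-transferred onto hKGA, after which L-glutamine (1 mM solution) and a detection mix of glutamate oxidase, HRP and Amplex Red were added. Initial and 30 min RT fluorescence reads were collected.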
PGK inhibitor: inhibitors of T. brucei phosphoglycerate kinase. Potency, µM (series often up to 57.5 µM), without a hit: top-dose activity change, negative = inhibition, most hits filed as inhibitors. PGK/GAPDH coupled, Kinase-Glo luminescence, 60 min. actives 0.043% (n = 380,000); note: potency is the fitted concentration of half-maximal effect; % is set by controls: 0 for no effect and ±100 for the full control effect; nearly all actives have a fitted effect of over 60% in size
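Luminescent ATP detection (Kinase-Glo Plus) follows a 60-minute room-temperature incubation, with wells lacking PGK as controls. Buffer: 100 mM TEA (pH 7.6), 5 mM MgCl2, 0.01% Tween-20. Coupling enzyme GAPDH (100 nM final) supplies unstable 1,3-BPG in-well.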
PI4K2A block: inhibitors of human PI4K2A; Q9BTU6; purified PI4K2A, ADP-Glo luminescence, 1 h; stronger effect = lower value; activity change, negative = inhibition, % at 76.9 µM; actives 0.13% (n = 420,000); in the data active = activity change below about -50%; inconclusive = mostly about -30% to -49%;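 note: -100% = wells without enzyme as full effect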
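Compounds are screened against recombinant PI4K2A using PI as substrate and ATP, the latter dispensed at 300 microM. Reactions run one hour at ambient temperature before ADP-Glo detection; full inhibition defined by wells lacking enzyme.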
Starred values were filed as active, the others as inactive; i = inactive; u = inconclusive; x = not tested or not shown; & = joins results of further samples; [ ] = another dose, or the depositor's remark. Unless noted, calls come from the whole dose curve; as a rule, active = well fitted curve in the direction sought with a large enough effect; inconclusive = small, poorly fitted or top-dose-only effect, or another doubt; inactive = no such curve, though single readings can be large; an effect the other way counts as inactive or inconclusive. A portion of the library. The share of hits here may be higher or lower than overall.

SMILES | USP1 inh | Pin1 inhibitor | TrxR1 inh | IDH1 R132H inh | TrxR1 substrate | HP1b chromo inh | GLS inhibitor | PGK inhibitor | PI4K2A block
CCOC(=O)C1CCN(C(=S)Nc2cc(C)ccc2C)CC1 | -12.2% | -3.3% | -26.0% | 5.6% | -12.1% | 41.2%[activator] | -11.3% | -0.9% | 3.6
CC(=O)N1CCCc2cc(S(=O)(=O)N3CCCC(C(=O)N4CCN(c5cc(C)ccc5C)CC4)C3)ccc21 (stereo unspecified) | u | 34.4%&32.3%[activator] | 18.2% | 0.0%&1.7% | 6.9% | 19.4% | 6.2%&5.0% | -3.0%&-9.9% | -6.4&-2.8
NC(=O)Cn1cnc2c(nnn2-c2cccc(Cl)c2)c1=O | -14.0% | -0.4% | 21.8% | 2.7% | 1.7% | 19.0% | -3.2% | i | 6.3
Cc1ccc(C)c(N2CCN(C(=O)Cn3cnc4onc(-c5ccc(F)cc5)c4c3=O)CC2)c1 | u | 26.6% | 21.8% | -4.5% | -3.5% | 38.8% | -3.4% | i | -0.3
CCOc1ccccc1NC(=O)Cn1c(=O)n(-c2ccc(C)c(C)c2)c(=O)c2c(C)c(C(=O)N(C)C)sc21 | -3.3% | -1.7% | 6.0%[57.1 µM] | 7.9% | 1.6%[57.1 µM] | 45.0% | -0.3% | -2.9% | -7.3
Cc1cccn2c(=O)c3cc(C#N)c(=NC(=O)c4ccco4)n(Cc4ccco4)c3nc12 | 5.1% | 146.8%[activator] | 2.5% | -25.1% | 29.1% | 29.5% | -2.9% | -16.8% | -2.1
Cc1ccc(CNC(=O)C2CCN(C(=O)Nc3ccccc3)CC2)cc1 | -24.2% | u | 1.1%[57.1 µM] | -1.7% | -2.3%[57.1 µM] | -17.8% | -27.8% | i | -2.7
COc1ccccc1CNC(=O)c1cc2ccccc2o1 | -22.4% | -2.0% | -7.7% | 0.0% | 12.9% | 57.9%[activator] | 0.3% | -0.3% | -0.4
COc1ccccc1NC(=O)C(C)Sc1nnc2ccccn12 (stereo unspecified) | -6.9% | 2.1% | 34.5% | 17.9% | 10.7% | 11.0% | -1.0% | -9.4% | -4.1
COc1ccc(-c2nnc(-c3ccc(F)cc3)o2)cc1 | -18.8% | 7.7% | 13.9% | 6.2% | 15.8%[57.1 µM] | 25.8% | -13.4% | -1.1% | 6.0
CCc1nnc(NC(=O)c2cc(OC)c(OC)cc2[N+](=O)[O-])s1 | -20.2% | 3.8% | 1.5%[57.1 µM] | -2.7% | 4.7%[57.1 µM] | 36.9% | 3.8% | -6.2% | 1.1
COc1ccc(CNC(=O)CSc2ncn[nH]2)cc1OC | -5.0% | -3.5% | 4.2% | 21.9% | -1.7% | 4.0% | 6.5% | 3.4% | 1.1
COc1cc(/C=N/NC(=O)c2ccc(CSc3nc4ccccc4[nH]3)cc2)ccc1O | -15.8% | 1.7% | 16.6%[57.1 µM] | 7.3% | -1.2%[57.1 µM] | 23.1% | 0.0% | -7.7% | 0.3
CCCC(C)NS(=O)(=O)c1ccc(OC)c(C)c1 (stereo unspecified) | 1.3% | 5.4% | -15.6% | 6.2% | -11.3% | 11.0% | x | -7.0% | -2.7
CC(Sc1ccc([N+](=O)[O-])cn1)C(=O)Nc1nccs1 (stereo unspecified) | -13.3% | 0.4% | -21.6% | 2.3% | 1.7% | 19.1% | 0.0% | -8.0% | -7.2
CCOc1ccc(N=Nc2c(C)[nH]n(-c3ccccc3)c2=O)cc1 | 1.8% | -5.2% | 25.1% | 13.2% | -1.0% | -5.7% | 6.0% | 7.8% | -2.3
CC(=O)c1cccc(NC(=O)Cn2cnc3c2c(=O)n(C)c(=O)n3C)c1 | -13.6% | 0.1% | -7.4% | x | 4.2% | 23.3% | -10.5% | x | 2.3
COc1cccc(C2C(C(=O)c3ccco3)=C(O)C(=O)N2CCN(C)C)c1OC (stereo unspecified) | -3.9% | -2.5% | -4.8% | 11.3% | -5.0% | 9.8% | 21.1% | 0.3% | 2.0
O=C1CCC(/C=C/c2ccccc2)=NN1Cc1ccc(Cl)c(Cl)c1 | -24.5% | 1.4% | -7.1% | -0.2% | -3.1% | 139.4%[activator] | -1.2% | -6.3% | 6.9
COc1ccc(-c2ccc(CNc3ccc4[nH]c(=O)[nH]c4c3)o2)cc1Cl | -12.8% | 2.8% | 5.4% | 19.1% | 1.8% | 25.4% | 13.4% | i | -1.8
Cc1ccc(C(=O)N/N=C\c2ccc([N+](=O)[O-])s2)cn1 | -15.2% | -2.3% | -13.8% | 0.7% | -0.7% | 27.4% | 3.5% | -0.9% | 0.0
COc1ccc2[nH]c(C(=O)O)c(CCN3C(=O)c4ccc(C(=O)O)cc4C3=O)c2c1 | -18.3% | -4.7% | 20.5%[57.1 µM] | 7.1% | 11.4%[57.1 µM] | 25.0% | -8.9% | -7.3% | 1.0
CCN(CCN1CCCC1)C(=O)c1cc(COc2ccccc2SC)on1 | -8.9% | 20.7% | 9.0% | 1.1% | 2.2% | 5.9%[57 µM] | -0.9% | -1.2% | 4.5
Cc1cccc2cc(CN(CC3CCCO3)S(=O)(=O)c3ccccc3)c(=O)[nH]c12 (stereo unspecified) | -21.5% | 0.5% | 17.1% | 11.0% | 6.8% | 10.1% | -0.6% | -2.0% | 2.7
CCOC(=O)/C=C1\CN(CCC(C)C)S(=O)(=O)c2ccccc21 | -2.6% | -4.9% | -14.3% | 3.7% | -0.7% | 30.5% | -2.8% | -3.9% | 4.6
(next part)
SMILES | USP1 inh | Pin1 inhibitor | TrxR1 inh | IDH1 R132H inh | TrxR1 substrate | HP1b chromo inh | GLS inhibitor | PGK inhibitor | PI4K2A block
O=C(NCCN1CCN(c2ccccc2)CC1)c1ccccc1F | -26.0% | -11.2% | 17.0% | -1.3% | 0.3% | 27.3% | 71.0%[activator] | 1.4% | -3.1
COc1ccc(CNC(=O)c2sc(=S)n(-c3ccc(OC)cc3)c2N)cc1 | -21.4% | 10.5% | 1.0% | 8.4% | -4.9% | u | -11.5% | -6.8% | -1.4
CCC(C)CCN1CCN=C1Nc1ccccc1 (stereo unspecified) | -20.0% | -0.7% | 12.3% | -8.4% | 8.6%[57.1 µM] | 37.5% | -0.8% | -8.6% | -0.3
N/C(=N\OC(=O)CSc1ccccc1)c1ccccn1 | -1.7% | 3.5% | -8.3% | -17.6% | -10.1% | 27.3% | -6.3% | 2.5% | 0.4
CCc1cccc(C)c1NC(=O)CSc1nc2ccccc2nc1N1CCOCC1 | -29.4% | 53.0%[activator] | 38.5%[activator] | 4.3% | 84.8%[activator] | 36.7% | -0.2% | -2.5% | -5.7
O=C(O)c1ccc(S(=O)(=O)N2CCCCCC2)cc1 | -16.5% | 1.3% | -9.1% | 2.1% | -2.0% | 31.4%[activator] | -0.6% | -7.8% | 3.3
COc1cc(CC(=O)N(CC(C)C)C2CCS(=O)(=O)C2)cc(OC)c1OC (stereo unspecified) | -16.9% | -6.9% | 9.4% | 1.1% | 1.5% | 7.5% | 2.2% | 5.5% | 3.0
O=C1c2nc3cc(-c4ccco4)[nH]n3c(=O)c2CN1C1CCCCC1 | 1.7% | u | u | 2.9% | 300.1%[activator] | 26.1% | 9.7% | -0.1% | -3.9
CCN(CC)c1ccc(NC(=O)CN2CCN(S(=O)(=O)c3ccc(C(C)C)cc3)CC2)cc1 | u | 3.2% | 11.3%[57.1 µM] | -9.6% | -3.6%[57.1 µM] | u | -6.9% | 0.1% | 2.1
O=C(O)CCc1nn2c3ccccc3n(CCO)c2nc1=O | -26.3% | -3.4% | 16.1%[57.1 µM] | 3.4% | 65.5% | 21.7% | 13.7% | i | -4.3
Cc1c(C)c2ccc(OC(C)C(=O)N3CC[C@@]4(O)CCCC[C@H]4C3)cc2oc1=O (stereo partly specified) | -6.7% | 9.3% | -11.7% | -5.6% | 193.2%[activator] | 23.7% | 2.1% | 0.8% | -2.2
Cc1ccccc1OCC(O)CNC1CCC(NCC(O)COc2ccccc2C)CC1 (stereo unspecified) | -20.2% | -0.7% | -21.4% | -9.0% | -13.5% | -17.6% | -2.2% | 8.4% | 6.0
Cc1csc2nc(COC(=O)c3ccc(NC(=O)c4ccccc4Br)cc3)cc(=O)n12 | -16.9% | 29.6% | 10.3%[57.1 µM] | 4.3% | 7.5%[57.1 µM] | 22.4% | -10.8% | -0.5% | -2.6
COCCOC(=O)N/C=C\c1nc2ccccc2c(=O)[nH]1 | 4.6% | 9.5% | -20.7% | 8.0% | -14.7% | 14.1% | 10.4% | 3.9% | -1.8
O=C(Nc1ccccc1)c1cc([N+](=O)[O-])ccc1Cl | -17.5% | 0.6% | 18.6%[57.1 µM] | 0.0% | 9.8%[57.1 µM] | 7.3% | -4.5% | -3.2% | 2.6&2.4

Taken from above:
Cc1ccc(C(=O)N/N=C\c2ccc([N+](=O)[O-])s2)cn1 in TrxR1 inh has -13.8%
COc1cc(CC(=O)N(CC(C)C)C2CCS(=O)(=O)C2)cc(OC)c1OC (stereo unspecified) in TrxR1 substrate has 1.5%
